TRAIL sens C8: caspase-8 TRAIL sensitization. inhibition (viability loss, TRAIL sensitization), % at 10 µM. NB7+C8 cells + TRAIL, ATPlite viability luminescence. actives 1% (n = 360,000). AID 624354;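 active = compounds causing at least 50% loss of cell viability in the single-dose screen, relative to plate controls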
LMP1 NFkB inh: reduces LMP1-driven NF-kappaB luciferase signal; LMP1-induced NF-kappaB luciferase reporter cells, luminescence; inhibition, % at 12.5 µM; actives 0.69% (n = 350,000); in the data active = inhibition above about 41%;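 note: 0% = neutral control wells and 100% = reference inhibitor control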
SRC1 inh: inhibits human SRC1 coactivator | inhibition, % at 3.6 µM | actives 0.12% (n = 360,000) | HEK293 GAL4-SRC1 luciferase reporter, luminescence | Q15788 | AID 588354;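 active = inhibition above the campaign mean plus 3 SD, with each screening campaign given its own cutoff, cut at about 60% in these data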;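 note: 0% = DMSO treated cells and 100% = gossypol at 36 µM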
LRH-1 inv ag: suppresses constitutive activity of human LRH-1; HEK293T StAR-luciferase reporter, LRH-1 transfected, 24 h; inhibition, % at 3.6 µM; actives 0.13% (n = 360,000); AID 602396;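 active = inhibition above the mean inhibition of all tested compounds plus 3 SD, cut at about 73% in these data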;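 note: 0% = DMSO wells and 100% = reporter-only cells lacking LRH-1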
TROY signal inh: TROY signaling inhibition; Q293 LMP1-TROYcd NF-kB luciferase reporter, 4 h; inhibition, % at 10 µM; actives 0.98% (n = 360,000);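 active = compounds whose plate-normalised and pattern-corrected inhibition of the luciferase reporter signal at the single screening dose is 50% or more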
CF NFkB inh: blocks PAF-induced NF-kB reporter in cystic fibrosis cells | KKLEB NF-kB-GFP reporter, GFP fluorescence overnight | inhibition, % at 5 µM | actives 0.86% (n = 360,000) | AID 588850;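 active = at least 50% inhibition at 5 µM, scaled per plate between neutral and stimulator controls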;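 note: PAF is a Pseudomonas aeruginosa culture filtrate used as stimulus; plate controls were PAF-stimulated DMSO wells for no effect and unstimulated DMSO wells for full effect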
NR2F2 inh: NR2F2 (human) inhibition, primary screen; P24468; HEK293T NGFI-A luciferase reporter, luminescence; inhibition, % at 8.6 µM; actives 0.7% (n = 370,000); AID 686940;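 active = inhibition above a per-plate cutoff, mean inhibition of test wells between control levels plus 3 SD, cut at about 38% in these data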;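 note: cells cotransfected with COUP-TFII expression vector driving the NGFI-A reporter; 0% = median of COUP-TF2 test wells and 100% = reporter-only cells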
NCOA3 inh: inhibitors of human steroid receptor coactivator 3 (SRC3); actives 0.17% (n = 360,000); Q9Y6Q9; HEK293 GAL4-SRC3 luciferase reporter, luminescence; inhibition, % at 3.6 µM; AID 588352;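 active = inhibition above a per-campaign cutoff, the mean of all compounds plus 3 SD, cut at about 60% in these data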;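 note: 0% = DMSO-treated cells and 100% = gossypol-treated cells at 36 µM; higher means less SRC3-driven luciferase light from the GAL4 reporter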
Target sequence (Q9Y6Q9 whole entry, looked up, the tested form may be a part): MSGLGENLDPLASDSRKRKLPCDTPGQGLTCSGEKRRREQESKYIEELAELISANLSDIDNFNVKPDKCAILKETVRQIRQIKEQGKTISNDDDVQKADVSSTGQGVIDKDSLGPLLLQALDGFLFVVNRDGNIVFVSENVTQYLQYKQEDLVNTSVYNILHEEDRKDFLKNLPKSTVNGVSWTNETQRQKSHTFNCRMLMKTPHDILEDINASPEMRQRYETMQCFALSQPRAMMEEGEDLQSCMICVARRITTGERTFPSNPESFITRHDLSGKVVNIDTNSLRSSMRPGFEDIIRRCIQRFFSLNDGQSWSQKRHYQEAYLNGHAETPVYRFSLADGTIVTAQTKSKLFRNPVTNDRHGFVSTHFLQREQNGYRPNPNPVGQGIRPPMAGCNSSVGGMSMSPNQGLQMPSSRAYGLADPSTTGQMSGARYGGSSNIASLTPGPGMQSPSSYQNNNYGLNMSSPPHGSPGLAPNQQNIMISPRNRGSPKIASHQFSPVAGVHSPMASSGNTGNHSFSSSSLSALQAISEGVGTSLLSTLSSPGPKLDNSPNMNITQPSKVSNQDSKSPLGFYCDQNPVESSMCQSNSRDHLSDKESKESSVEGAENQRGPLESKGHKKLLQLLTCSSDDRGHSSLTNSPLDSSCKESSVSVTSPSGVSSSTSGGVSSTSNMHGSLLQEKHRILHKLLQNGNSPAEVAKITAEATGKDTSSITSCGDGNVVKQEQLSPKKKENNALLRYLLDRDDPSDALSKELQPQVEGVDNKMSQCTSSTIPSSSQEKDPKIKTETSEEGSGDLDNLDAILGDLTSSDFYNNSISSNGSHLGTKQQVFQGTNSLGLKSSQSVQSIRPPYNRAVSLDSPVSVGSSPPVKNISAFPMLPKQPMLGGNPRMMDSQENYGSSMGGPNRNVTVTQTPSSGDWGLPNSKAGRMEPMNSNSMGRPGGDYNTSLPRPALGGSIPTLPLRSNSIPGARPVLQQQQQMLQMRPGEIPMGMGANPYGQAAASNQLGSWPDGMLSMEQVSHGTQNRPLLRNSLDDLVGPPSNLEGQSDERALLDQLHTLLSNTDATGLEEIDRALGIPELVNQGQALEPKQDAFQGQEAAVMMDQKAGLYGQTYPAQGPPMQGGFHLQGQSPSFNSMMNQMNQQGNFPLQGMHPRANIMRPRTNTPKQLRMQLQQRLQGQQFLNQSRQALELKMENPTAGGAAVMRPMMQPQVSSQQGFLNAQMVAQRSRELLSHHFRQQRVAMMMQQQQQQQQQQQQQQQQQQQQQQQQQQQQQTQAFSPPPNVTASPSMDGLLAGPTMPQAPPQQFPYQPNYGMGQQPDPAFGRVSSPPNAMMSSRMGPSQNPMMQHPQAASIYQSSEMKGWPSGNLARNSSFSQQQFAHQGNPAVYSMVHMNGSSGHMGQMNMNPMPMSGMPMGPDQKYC
SRC2 inh: inhibits human steroid receptor coactivator 2; Q15596; HEK293 GAL4-SRC2 luciferase reporter, luminescence; inhibition, % at 9 µM; actives 0.17% (n = 370,000); AID 651957;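 active = inhibition above the mean inhibition of all tested compounds plus 3 SD, set per campaign, cut at about 52% in these data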;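 note: 0% = DMSO treated cells and 100% = cells given Gossypol at 36 µM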
KKLEB tox: counter-screen for CF NF-kB inhibitors: cytotoxicity; activity change (cytotoxicity), % at 5 µM; KKLEB CF airway cells viability, ATPlite luminescence, overnight; hits give low values; cells stimulated with P. aeruginosa culture filtrate; actives 0.36% (n = 360,000);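 active = corrected activity change at or below -50% at 5 µM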
TWEAK-Fn14 inh: blocks TWEAK-Fn14 interaction in a reporter cell assay. actives 2% (n = 360,000). inhibition, % at 10 µM. TWEAK-stimulated Fn14 reporter cells, luciferase luminescence, 8 h. AID 1159606; in the data active = inhibition above about 50%
* marks the source's active call; other numbers are inactive results; nt = no result given; & = joins results of further samples. Compounds were not picked by outcome; any-hit rate near 4.2%.

cpd	SMILES	TRAIL sens C8	SRC1 inh	TROY signal inh	SRC2 inh	KKLEB tox	NR2F2 inh	LRH-1 inv ag	TWEAK-Fn14 inh	NCOA3 inh	CF NFkB inh	LMP1 NFkB inh
1	COc1ccc2cc(C(=O)C3CCCN(C(=O)c4cc(=O)n(C)c(=O)n4C)C3)ccc2c1 (centres undefined)	-3	-6	3	-7	9	-4	-6	-2	13	19	-3
2	CC(C)CSC1=NSC2=NC(=O)/C(=C\c3coc4ccccc4c3=O)C(=N)N12	11	-21	16	-8	-22	-10	-36	33	-78	16	13
3	O=C(CCn1c(=O)oc2ccccc21)NCCCN1CCCC1=O	-1	7	-22	-16	5	-6	-5	-2	-12	-5	-10
4	CCc1nn(CC(=O)NCCCN2CCc3ccccc3C2)c(=O)c2cc3sccc3n12	0	-21	-1	-11	1	-10	-4	-6	-24	1	-7
5	CN(C)S(=O)(=O)c1ccc(Cl)c(NC(=O)COC(=O)/C=C/c2cnc3ccccc3n2)c1	11	-10	-12	1	0	1	2	15	11	9	-16
6	COc1ccc(N(CC(=O)NCCC2=CCCCC2)S(=O)(=O)c2ccc(C)cc2)cc1OC	-3	6	9	-8	-6	6	-6	-6	7	-1	6
7	CCOC(=O)C(NCCCO)c1ccccc1 (centres undefined)	20	8	8	-13	4	2	-3	0	21	10	-3
8	O=C(Cn1ncc2c([nH]c3ccccc32)c1=O)N1CCc2ccccc2C1	2	2	1	-21	-4	-12	-10	0	8	6	2
9	CCOC(=O)Cc1csc(SCn2nnc3ccccc3c2=O)n1	11	-1	14	4	-8	-6	0	-9	-9	2	-4
10	CC(=O)OC1CCC(OC(C)=O)c2c1n([O-])c(C)c(C)[n+]2=O (centres undefined)	8	-22	0	-9	4	-3	4	7	1	3	-5
11	O=C(CSc1ccccc1F)NNC(=O)c1ccncc1	1	-20	-12	-19	-24	-18	7	7	24	4	1
12	O=S(=O)(c1ccc(Br)s1)N1CCN(c2ncccn2)CC1	5	11	1	11	-29	-7	-3	22	11	20	6
13	CC(NC(=O)[C@H](C)NC(=O)c1ccco1)c1ccc(S(N)(=O)=O)cc1 (some centres undefined)	-2	6	7	-25	6	15	11	-2	2	-5	1
14	COc1ccccc1N1CCN(C2CCCCC2NS(=O)(=O)c2ccc(Cl)cc2)CC1 (centres undefined)	19	-6	11	nt	6	nt	19	-21	17	9	nt
15	CN(CCO)CC(O)CN(c1ccccc1)c1ccccc1 (centres undefined)	2	21	9	-1	7	1	1	-10	9	13	2
16	COc1cc(/C=N/n2cnnc2)ccc1OS(=O)(=O)c1ccccc1[N+](=O)[O-]	5	-29	-2	-29	-8	12	6	17	5	4	-3
17	Cc1nc(SCC#N)c2c(C)c(C)sc2n1	-14	-2	-4	-23	-8	-7	-19	-24	2	4	1
18	Clc1ccc(-c2noc3c2-c2nc(Cc4cccc5ccccc45)sc2CC3)cc1	1	11	12	8	-3	2	12	5	-6	-25	-17
19	COc1cc(NC(=O)C2CCC(CNc3c(N4CCC(C)CC4)c(=O)c3=O)CC2)cc(OC)c1 (centres undefined)	17&5	-9&-5	1&-18	-18&-40	-3&2	8&-6	17&14	0&-12	-7&-4	13&-6	10&-13
20	C/C(CC(C)C)=N/Nc1ccc([N+](=O)[O-])cc1[N+](=O)[O-]	5	-9	5	12	-1	-7	12	2	11	-16	1
21	COC(=O)c1nc2n(n1)C(c1ccccc1OC)C1=C(CCCC1=O)N2 (centres undefined)	12	-3	5	5	-2	-6	-2	4	3	6	-7
22	CCOC(=O)N1CCN(S(=O)(=O)c2ccc(C)cc2)C1c1ccccc1 (centres undefined)	5	2	5	15	-14	5	5	28	7	1	-9
23	O=C(O)c1cc(S(=O)(=O)N2CCN(C(=O)c3ccco3)CC2)c(Cl)cc1Cl	1	-28	-3	-17	-6	-4	9	-11	2	-3	-11
24	Cc1ccc(S(=O)(=O)Nc2cc(C)nn2-c2ccccc2)cc1	20	3	-13	-46	1	10	0	1	-10	5	-19
25	O=C(O)c1cc(S(=O)(=O)N2CCOCC2)ccc1N1CCOCC1	7	-19	-3	3	10	8	4	-2	6	-7	5
26	O=C(O/N=C(\c1ccccc1)c1ccncc1)c1ccccc1F	-12	14	8	-20	12	8	-5	1	16	-4	-2
27	CCNC(=O)CN1C(=O)NC2(CCOc3ccccc32)C1=O (centres undefined)	-16	-20	-10	6	-12	-3	15	8	-10	10	3
28	CSc1nc(-c2ccccc2)nn1C(=O)c1ccc(C)cc1	14	-36	-1	-26	-2	-27	-24	26	-11	2	4
29	Cc1cc(Cl)ccc1Oc1ccccc1C(=O)CC#N	-7	3	13	3	-6	8	17	7	8	8	-5
30	COc1cccc(NS(=O)(=O)c2csc(C(N)=O)c2)c1	-3	12	1	-3	-20	-1	4	28	17	10	4

Some of the entries so far, field by field.
[15] CN(CCO)CC(O)CN(c1ccccc1)c1ccccc1 (centres undefined)
  TRAIL sens C8: 2	SRC1 inh: 21	TROY signal inh: 9	SRC2 inh: -1	KKLEB tox: 7	NR2F2 inh: 1	LRH-1 inv ag: 1	TWEAK-Fn14 inh: -10	NCOA3 inh: 9	CF NFkB inh: 13	LMP1 NFkB inh: 2

[27] CCNC(=O)CN1C(=O)NC2(CCOc3ccccc32)C1=O (centres undefined)
  TRAIL sens C8: -16	SRC1 inh: -20	TROY signal inh: -10	SRC2 inh: 6	KKLEB tox: -12	NR2F2 inh: -3	LRH-1 inv ag: 15	TWEAK-Fn14 inh: 8	NCOA3 inh: -10	CF NFkB inh: 10	LMP1 NFkB inh: 3

Going on with the list:
cpd	SMILES	TRAIL sens C8	SRC1 inh	TROY signal inh	SRC2 inh	KKLEB tox	NR2F2 inh	LRH-1 inv ag	TWEAK-Fn14 inh	NCOA3 inh	CF NFkB inh	LMP1 NFkB inh
31	CCN(CC)C(=O)c1cccc(-c2csc(C(C)(NC(C)=O)c3ccccc3)n2)c1 (centres undefined)	16	-5	-10	10	20	-3	16	-10	13	-46	nt
32	Cc1cccc2cc(C#N)c(NCCNC(=S)NCCCN3CCOCC3)nc12	7	-38	-3	-17	7	-20	-11	-15	1	-22	-1
33	Cc1ccccc1NC(=O)COC(=O)CCc1c[nH]c2ccccc12	-6	12	-16	-25	-6	3	-12	9	17	-7	-1
34	O=c1c(-c2ccco2)[n+]([O-])c2ccccc2n1OCc1ccccc1F	-4	-9	12	-20	-8	-8	8	11	4	-18	8
35	Cc1ccccc1C(=O)NNC(=O)/C=C\C(=O)O	-8	-19	-33	-67	4	-27	-43	2	-11	0	6
36	CN(C(=O)c1cccc(NC(=O)Cc2cccc(NC(=O)C3CCN(C(=O)C4CC4)CC3)c2)c1)C1CC1	8	12	-5	-7	13	-8	-27	0	0	0	-2
37	CCN(CC)CC#CCC(O)(c1ccccc1)C1CCCC1 (centres undefined)	-3	-2	-6	-2	-11	-5	18	23	7	0	1
38	Cc1cccc(C)c1NC(=O)COC(=O)CCc1c[nH]c2ccccc12	-1	5	-4	21	7	3	8	-38	10	-2	-3
39	C/C(NCC(C)(C)CN(C)C)=C(/C#N)C(=O)NCc1ccccc1	-2	-6	-2	-5	0	-7	-4	-10	17	11	21
40	CCOC(=O)c1ccc(Oc2coc3cc(O)ccc3c2=O)cc1	-3	-4	7	-20	9	-7	-17	-23	-22	0	-1
41	O=C(COc1ccccc1)Nc1cccc(-c2nc3ccccc3[nH]2)c1	14	-10	4	-6	-10	-27	-9	22	-13	-11	-17
42	COc1ccc2c(CC(=O)OCC(=O)c3ccccc3OC)coc2c1	-9	1	-14	27	-2	-9	-3	-9	14	2	4
43	CCCCOc1ccc(C(=O)Oc2cccnc2)cc1	-4	-16	-15	-37	1	-28	15	-28	-9	-16	0
44	CN(C)/C=C/C(=O)c1ccc(N2CCN(c3ncc(C(F)(F)F)cc3Cl)CC2)cc1	4	-1	0	11	8	-3	-24	19	15	15	5
45	O=C(CSc1nnc(NC2CCCCC2)s1)NN1C(=O)NC2(CCCCC2)C1=O	7	1	19	16	9	-2	19	7	18	10	-11
46	CCc1ccccc1NC(=O)CSc1nnc(Cn2cnc3ccccc32)o1	-13	1	12	-22	4	-19	5	-3	5	-7	6
47	CSc1ccc(S(=O)(=O)Nc2ccc3c(c2)NC(=O)CC3)cc1	24	6	16	12	4	25	20	25	19	-5	24
48	Cc1ccccc1Cn1nc(C)c(NC(=O)c2cc3n(n2)C(C(F)F)CC(C(F)F)N3)c1C (centres undefined)	-32	-12	-8	-3	8	-6	8	-6	-2	-6	1
49	O=C(O)C1C2C=CC(C2)C1C(=O)NCc1ccco1 (centres undefined)	-5	-10	-31	-9	6	-2	-4	-9	20	-1	-5
50	N#Cc1ccc(C(=O)Nc2cc(S(=O)(=O)N3CCOCC3)ccc2N2CCCC2)cc1	5	-4	-2	-7	2	8	2	7	-7	0	-3
51	CCN(C(=O)CSc1cc(-c2ccccc2)c2ccc(OC)cc2n1)C1CCS(=O)(=O)C1 (centres undefined)	-10	0	-1	28	0	3	34	0	6	-1	-23
52	O=C(C1CCN(S(=O)(=O)c2ccc(Br)s2)CC1)N1CCc2ccccc21	18	12	23	nt	4	nt	21	-10	5	-5	5
53	O=C(NC(=S)N1CCCCC1CO)c1cccs1 (centres undefined)	1	9	-36	-2	0	-1	4	5	12	4	0
54	CCCCCCN1C[C@@H](n2cc(COC(=O)c3ccccc3)nn2)[C@H](O)C[C@@H]1c1ccccc1	-10	3	8	1	3	-6	-2	3	-17	20	9
55	COc1ccc(-c2nc3ccc(C(=O)NCC(OC)OC)cc3nc2-c2ccc(OC)c(OC)c2)cc1OC	-5	10	0	0	-6	25	19	-12	-13	4	7
56	CC(C)CCc1c(O)nc(SCC(C)C)[nH]c1=O	-6	-3	-3	-39	-9	-13	14	-4	17	0	-5
